DLD1 CTGF mRNA: YAP1 pathway inhibitors via CTGF transcript, primary screen, DLD1 colon cancer cells, RT-qPCR, single point (AID 743449); DLD1 CTGF mRNA qPCR, 24 h; hits give high values; inhibition, % at 12.5 µM; hit rate 0.9% among 9,900;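 active = mean normalized replicate activity at least 50 and at least half of replicates each reaching 50; inconclusive = only one of the two criteria met; inactive = neither criterion met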;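 note: 0% = neutral control wells and 100% = dasatinib control wells; higher means stronger suppression of CTGF expression like dasatinib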
Pax4 mRNA alpha TC1: Pax4 mRNA upregulation in alpha cells – RT-PCR, mouse alpha TC1 cells, single point, primary screen (AID 1053180); mouse alpha TC1 cells, Pax4 mRNA qPCR, 6 days; hits give high values; 100% = Pax4 plasmid added at qPCR; activation, % at 10 µM; hit rate 0.2% among 9,600;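 active = highest normalized replicate activity of 15 or more, or at least half the replicates reach 15 or more; inactive = neither condition met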;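 note: pax4 Ct normalized to GAPDH with activation seen as lower delta delta Ct; plate controls were plate neutral control wells for no effect and Pax4 plasmid positive control for full effect; each compound tested in two replicate wells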
* marks the source's active call; other numbers are inactive results; ? = inconclusive; nt = no result given.

SMILES | DLD1 CTGF mRNA | Pax4 mRNA alpha TC1
C[C@@H]1CCCCO[C@H](CN(C)C(=O)c2ccncc2)[C@H](C)CN([C@@H](C)CO)C(=O)c2cc(NS(=O)(=O)c3cccs3)ccc2O1 | -31 | 0.0
CO[C@H]1CN(C)C(=O)c2cc(NC(=O)C3CC3)ccc2OC[C@@H](C)N(Cc2cc(F)ccc2F)C[C@@H]1C | 13 | 0.0
C[C@H](CO)N1C[C@H](C)[C@H](CN(C)Cc2ccc3c(c2)OCO3)Oc2ccc(NS(=O)(=O)c3cn(C)cn3)cc2CC1=O | -3 | 0.0
Cc1noc(C)c1NC(=O)N(C)C[C@H]1OCc2cn(nn2)CCCC(=O)N([C@@H](C)CO)C[C@H]1C | 24 | 0.0
C[C@@H]1CCCCO[C@@H](CN(C)C(=O)Nc2cccc3ccccc23)[C@@H](C)CN([C@H](C)CO)C(=O)c2cc(NC(=O)CCC(F)(F)F)ccc2O1 | -1 | 0.0
C[C@@H]1CN([C@@H](C)CO)C(=O)c2cc(NC(=O)Cn3cnnn3)ccc2O[C@H]1CN(C)C(=O)Nc1ccc2c(c1)OCO2 | -76 | 0.0
CC(=O)N1C[C@H]2[C@@H](c3ccccc31)[C@@H](CO)N2Cc1ccc(Cl)cc1 | -8 | 0.0
CN1C(=O)c2cc(NC(=O)C3CCOCC3)ccc2OC[C@@H]2O[C@H](CC(=O)NCC3CCCCC3)CC[C@H]21 | 19 | 0.0
Cc1noc(C)c1NC(=O)Nc1cccc2c1O[C@H](CN(C)Cc1ccc(C(=O)Nc3ccccc3N)cc1)[C@@H](C)CN([C@H](C)CO)C2=O | -27 | 0.0
CCCNC(=O)N[C@H]1C=C[C@@H](CC(=O)N2CCN(C)CC2)O[C@@H]1CO | 3 | 0.0
Cc1noc(C)c1NC(=O)N(C)C[C@@H]1OCCCC[C@H](C)Oc2ccc(NC(=O)Nc3ccc(C(F)(F)F)cc3)cc2C(=O)N([C@H](C)CO)C[C@@H]1C | 19 | 0.0
COc1ccc(S(=O)(=O)Nc2ccc3c(c2)C(=O)N([C@@H](C)CO)C[C@@H](C)[C@H](CN(C)C(=O)Nc2c(C)noc2C)OCCCC[C@@H](C)O3)cc1 | 10 | 0.0
COc1cccc(C#Cc2ccc3c(c2)O[C@H](CN(C)C(=O)CN2CCOCC2)[C@H](C)CN([C@@H](C)CO)S3(=O)=O)c1 | 22 | 0.0
O=C(C[C@@H]1C[C@H]2c3cc(NC(=O)C4CCOCC4)ccc3O[C@H]2[C@@H](CO)O1)NCc1cccnc1 | 2 | 0.0
CNC[C@@H]1OCCCC[C@@H](C)Oc2ccc(N)cc2C(=O)N([C@H](C)CO)C[C@H]1C | 10 | 0.0
CCCN(C)C[C@@H]1OCCCC[C@H](C)Oc2ccc(NC(=O)CCCN(C)C)cc2C(=O)N([C@@H](C)CO)C[C@@H]1C | 5 | 0.0
COc1ccc(C#Cc2ccc([C@@H]3[C@@H](CO)N4C(=O)CN(C(=O)NC(C)C)C[C@H]34)cc2)cc1 | 10 | 0.0
C[C@H](CO)N1C[C@H](C)[C@@H](CN(C)CC2CC2)OCCCC[C@H](C)Oc2ccc(NC(=O)c3ccccc3)cc2C1=O | -7 | 0.0
C[C@@H]1CN([C@@H](C)CO)C(=O)Cc2cc(NC(=O)Cn3cnnn3)ccc2O[C@H]1CN(C)S(=O)(=O)c1ccc(Cl)cc1 | 30 | 0.0
N#Cc1cccc(-c2ccc([C@H]3[C@@H](CO)N4CCCCN(Cc5ccccc5F)C[C@@H]34)cc2)c1 | -33 | 0.0
COc1ccc(S(=O)(=O)N(C)C[C@@H]2Oc3ccc(NC(=O)Nc4ccc(C(F)(F)F)cc4)cc3C(=O)N([C@H](C)CO)C[C@@H]2C)cc1 | -4 | 0.0
CC(C)(O)C#Cc1cccc(-c2nc(C(=O)O)cc3c2[C@@H](CCO)N(S(=O)C(C)(C)C)C3)c1 (stereo partly drawn) | -2 | 0.0
COc1ccc2c3c([nH]c2c1)[C@@H](CO)N(Cc1cc(F)ccc1F)CC31CN(C(=O)C2CCC2)C1 | -35 | 0.4
Cc1noc(C)c1S(=O)(=O)Nc1ccc2c(c1)C(=O)N([C@@H](C)CO)C[C@H](C)[C@@H](CN(C)Cc1ccc(C(=O)O)cc1)OCCCC[C@H](C)O2 | 9 | 0.0
C[C@H]1CCCn2nncc2COCCNC1=O | 1 | 0.0
COc1ccc(-c2cccc(-c3nc(C(=O)N(C)C)cc4c3[C@@H](CCO)N([S@](=O)C(C)(C)C)C4)c2)cc1 | -28 | 0.0
CN(C)C(=O)c1cccc(-c2ccccc2[C@H]2[C@H](C#N)N(C(=O)C3CCCCC3)[C@H]2CO)c1 | 13 | 0.0
Cc1noc(C)c1NC(=O)N(C)C[C@H]1OCc2ccccc2-c2c(n(C)c3ccccc23)C(=O)N([C@@H](C)CO)C[C@@H]1C | -11 | 0.0
C[C@@H]1CN([C@@H](C)CO)C(=O)c2cc(NC(=O)Nc3ccc(C(F)(F)F)cc3)ccc2O[C@@H](C)CCCCO[C@@H]1CN(C)CC1CCCCC1 | -1 | 0.1
COc1ccc(C(=O)N2C[C@H]3[C@@H](c4ccccc42)[C@@H](CO)N3C(=O)Cc2ccccn2)cc1 | -11 | 0.0
C[C@@H]1CN([C@@H](C)CO)C(=O)c2cc(NC(=O)C3CCCCC3)ccc2O[C@@H](C)CCCCO[C@@H]1CN(C)C(=O)CCC(F)(F)F | 11 | 0.0
CC(C)CC#Cc1ccc([C@H]2[C@H]3CN(C(=O)c4ccccn4)CC(=O)N3[C@H]2CO)cc1 | -2 | 0.0
CS(=O)(=O)N1[C@@H](C#N)[C@@H](c2ccc(-c3ccccc3F)cc2)[C@@H]1CO | 15 | 0.0
CC(C)C#Cc1ccc([C@H]2[C@H](CO)N3C(=O)CN(C(=O)Cc4ccccc4)C[C@@H]23)cc1 | ? | 0.0
COCC#Cc1ccc([C@@H]2[C@H](CO)N3C(=O)CN(C(=O)CN4CCOCC4)C[C@@H]23)cc1 | 11 | 0.0
COc1ccc2c3c([nH]c2c1)[C@@H](CO)N(Cc1nccs1)CC31CN(Cc2ccncc2)C1 | -10 | 0.0
CCCC(=O)Nc1ccc2c(c1)C(=O)N(C)[C@@H]1CC[C@@H](CC(=O)NCc3cccc(F)c3)O[C@H]1CO2 | -15 | 0.0
C[C@@H]1CN([C@H](C)CO)C(=O)c2cc(C3=CCCCC3)cnc2O[C@H]1CN(C)S(=O)(=O)c1cn(C)cn1 | -23 | 0.0
CN1C(=O)c2cc(NC(=O)C3CCOCC3)ccc2OC[C@H]2O[C@@H](CC(=O)NCc3ccccc3F)CC[C@@H]21 | 4 | 0.0
C[C@@H]1CCCCO[C@@H](CN(C)S(=O)(=O)c2ccccc2)[C@@H](C)CN([C@@H](C)CO)C(=O)c2cc(NC(=O)Nc3ccc4c(c3)OCO4)ccc2O1 | 25 | 0.0
Cc1ccc(S(=O)(=O)Nc2ccc3c(c2)C(=O)N([C@@H](C)CO)C[C@H](C)[C@@H](CN(C)S(=O)(=O)c2cccs2)OCCCC[C@H](C)O3)cc1 | 7 | 0.0
CO[C@H]1CN(C)C(=O)c2ccc(NC(=O)C3CC3)cc2OC[C@H](C)N(C(C)=O)C[C@@H]1C | -17 | 0.0
C[C@@H]1CN([C@H](C)CO)C(=O)CCCn2nncc2CO[C@H]1CN(C)S(=O)(=O)c1ccccc1C#N | ? | 0.0
CO[C@@H]1CN(C)C(=O)c2cc(NS(=O)(=O)c3cn(C)cn3)ccc2OC[C@@H](C)NC[C@H]1C | -31 | 0.0
CO[C@H]1CC[C@@H]2CCOc3ccc(C#N)cc3C(=O)N(C)C[C@H](c3ccccc3)CC(=O)N(C)C[C@@H]1O2 | -51 | 0.0
O=C(C[C@@H]1C=C[C@@H](NS(=O)(=O)c2ccc(F)cc2)[C@H](CO)O1)N1CCc2ccccc2C1 | 24 | 0.0
CCCNC(=O)N1[C@H](C#N)[C@H](c2ccccc2-c2ccc(OC)cc2)[C@@H]1CO | -47 | 0.0
C[C@H]1CN([C@@H](C)CO)C(=O)c2c(c3ccccc3n2C)-c2ccccc2CO[C@@H]1CN(C)C(=O)Nc1ccccc1C(F)(F)F | -38 | 0.0
O=C(C[C@H]1CC[C@@H]2[C@H](COC[C@H](O)CN2CC2CCOCC2)O1)NCC1CCCCC1 | 11 | 0.0
N#Cc1ccc(-c2ccc([C@H]3[C@@H](CO)N4C(=O)CNC[C@@H]34)cc2)cc1 | -2 | 0.0
O=C([C@@H]1N[C@@H]2c3ccc(-c4ccc(F)cc4)c(=O)n3C[C@@H]2[C@H]1CO)N1CCc2ccccc2C1 | 5 | 0.0
COCC(=O)N(C)C[C@@H]1[C@@H](c2ccccc2)[C@H](CO)N1C(=O)Cc1ccncc1 | 20 | 0.0
Cc1noc(C)c1NC(=O)N(C)C[C@@H]1OCc2ccccc2-c2c(n(C)c3ccccc23)C(=O)N([C@H](C)CO)C[C@H]1C | -20 | 0.1
COCCNC(=O)C[C@H]1C[C@@H]2c3cc(NC(=O)CN(C)C)ccc3O[C@@H]2[C@H](CO)O1 | -14 | 0.0
CS(=O)(=O)N1CC(=O)N2[C@H](CO)[C@H](c3ccc(C#CCC4CCCC4)cc3)[C@@H]2C1 | 3 | 0.0
O=S(=O)(c1ccccc1F)N1CC[C@H]2[C@H](CO)Nc3ccc(C4=CCCCC4)cc3[C@H]21 | 9 | 0.0
CCNC(=O)C[C@@H]1CC[C@H]2[C@@H](COC[C@@H](O)CN2C(=O)C2CCCC2)O1 | nt | 0.0
CN(C)C(=O)c1cc2c(c(-c3cccc(C4=CCCCC4)c3)n1)[C@H](CCO)N(S(C)(=O)=O)C2 | 6 | 0.0
C[C@H]1CN([C@@H](C)CO)C(=O)c2cc(NS(=O)(=O)c3cn(C)cn3)ccc2O[C@H]1CN(C)S(=O)(=O)c1ccc(F)cc1 | -22 | 0.0
CN1C(=O)c2cc(NC(=O)Nc3ccccc3Cl)ccc2OC[C@@H]2O[C@H](CC(=O)NCCCN3CCOCC3)CC[C@H]21 | -4 | 0.0
(continued)
SMILES | DLD1 CTGF mRNA | Pax4 mRNA alpha TC1
C[C@H]1CCCCO[C@H](CN(C)Cc2ccncc2)[C@@H](C)CN([C@@H](C)CO)C(=O)c2cc(NC(=O)Cc3ccccc3)ccc2O1 | 9 | 0.0
CCC(=O)Nc1ccc2c(c1)OC[C@@H](C)N(Cc1ccccc1)C[C@H](C)[C@@H](OC)CN(C)C2=O | -13 | 0.0
C[C@@H]1CN([C@H](C)CO)C(=O)Cc2cc(NS(=O)(=O)c3cccs3)ccc2O[C@H]1CN(C)CC1CCCCC1 | 27 | 0.0
CCS(=O)(=O)Nc1ccc2c(c1)C(=O)N(C)C[C@@H](OC)[C@@H](C)CN(CC1CCCCC1)[C@H](C)CO2 | -54 | 0.0

Of the compounds above, 7 have a cyano group:
SMILES | DLD1 CTGF mRNA | Pax4 mRNA alpha TC1
N#Cc1cccc(-c2ccc([C@H]3[C@@H](CO)N4CCCCN(Cc5ccccc5F)C[C@@H]34)cc2)c1 | -33 | 0.0
CN(C)C(=O)c1cccc(-c2ccccc2[C@H]2[C@H](C#N)N(C(=O)C3CCCCC3)[C@H]2CO)c1 | 13 | 0.0
CS(=O)(=O)N1[C@@H](C#N)[C@@H](c2ccc(-c3ccccc3F)cc2)[C@@H]1CO | 15 | 0.0
C[C@@H]1CN([C@H](C)CO)C(=O)CCCn2nncc2CO[C@H]1CN(C)S(=O)(=O)c1ccccc1C#N | ? | 0.0
CO[C@H]1CC[C@@H]2CCOc3ccc(C#N)cc3C(=O)N(C)C[C@H](c3ccccc3)CC(=O)N(C)C[C@@H]1O2 | -51 | 0.0
CCCNC(=O)N1[C@H](C#N)[C@H](c2ccccc2-c2ccc(OC)cc2)[C@@H]1CO | -47 | 0.0
N#Cc1ccc(-c2ccc([C@H]3[C@@H](CO)N4C(=O)CNC[C@@H]34)cc2)cc1 | -2 | 0.0

Some of the compounds tested. The share of hits here may be higher or lower than overall.
